Screens deposited in PubChem by The Scripps Research Institute Molecular Screening Center.
PP1 counter – blocks human PP1-alpha phosphatase, a PP5 counter-screen. P62136. purified PP1alpha, OMFP fluorescence. inhibition, % at 6.7 µM. hit rate 0.9% among 320,000;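 active = inhibition above the mean inhibition of all tested compounds plus 3 SD, computed separately for each screening campaign, cut at about 15% in these data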
AHR act – human AHR activation; P35869; hit rate 2.5% among 320,000; AHR-responsive luciferase reporter cells, luminescence; AID 2796; activation, % at 5 µM; in the data active = activation above about 47%;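 also: 0% = vehicle wells and 100% = reference agonist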
proCasp7 act – counter-screen: procaspase-7 (human) activation. P55210. recombinant procaspase-7, Ac-DEVD-pNA absorbance 405 nm; D23A/D198A/D206A triple mutant, cannot self-cleave; scale: DMSO 0, 5 µM enzyme 100. activation, % at 8.5 µM. hit rate 0.093% among 330,000. AID 463210;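 active = percent activation above the screen-wide mean plus 3 SD, cut at about 25% in these data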
Target sequence (P55210 whole entry D23A/D198A/D206A): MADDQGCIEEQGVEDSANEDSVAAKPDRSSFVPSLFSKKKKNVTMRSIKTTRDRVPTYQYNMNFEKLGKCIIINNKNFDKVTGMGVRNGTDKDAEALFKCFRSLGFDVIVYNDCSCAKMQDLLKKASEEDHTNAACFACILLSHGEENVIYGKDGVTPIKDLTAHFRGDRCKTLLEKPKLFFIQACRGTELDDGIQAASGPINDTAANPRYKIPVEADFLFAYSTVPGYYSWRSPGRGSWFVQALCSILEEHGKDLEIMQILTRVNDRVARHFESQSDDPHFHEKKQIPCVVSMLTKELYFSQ
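Replicates: singlicate. Assay system: Procaspase-7 triple mutant (PC-7 D3A). Signal: 405 nm absorbance of p-nitroaniline. Times: 1 h preincubation, 2 h reaction. Buffer or medium: Zinc-free HEPES pH 7.4 with 300 mM NaCl, 0.01% Triton X-100. Also added: DEVD-pNA substrate. Benchmarks: DMSO wells as 0%, DMSO with 5 µM added PC-7 as 100%.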
HCV core dimer – blocks dimerization of HCV core protein; TR-FRET GST/Flag-core106 dimerization, 1536-well; inhibition, % at 5 µM; AID 1899; hit rate 0.33% among 300,000;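 active = inhibition above the mean of all tested compounds plus 3 SD, set per screening campaign, cut at about 45% in these data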
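Assay system – GST-tagged and Flag-tagged HCV core protein residues 1-106 · Quantity – core106 proteins, GST 13.5 nM and Flag 17 nM · Benchmarks – unlabelled core106 and no-GST-core106 wells · Read-out basis – percent inhibition of core106 dimerization signal · Detection – time-resolved FRET, ex 340 nm, em 617 and 671 nm · Schedule – 4 h at 22.5 °C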
procasp3 activ – procaspase-3 (human) activation; P42574; recombinant procaspase-3 D3A, Ac-DEVD-pNA absorbance 405 nm; activation, % at 8.5 µM; hit rate 0.11% among 330,000; AID 463141;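 active = activation above the mean of all tested compounds plus 3 SD, cut at about 21% in these data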;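 also: 0% = DMSO alone and 100% = DMSO wells spiked with extra 5 µM PC-3 D3A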
Target sequence (P42574 whole entry D9A/D28A/D175A): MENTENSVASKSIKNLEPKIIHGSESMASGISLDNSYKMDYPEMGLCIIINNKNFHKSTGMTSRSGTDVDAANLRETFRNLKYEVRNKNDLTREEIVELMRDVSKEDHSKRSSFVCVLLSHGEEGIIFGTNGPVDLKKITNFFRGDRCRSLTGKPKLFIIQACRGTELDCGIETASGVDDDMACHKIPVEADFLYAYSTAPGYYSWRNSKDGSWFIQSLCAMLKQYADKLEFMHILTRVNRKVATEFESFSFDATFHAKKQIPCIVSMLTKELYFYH
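Assay system: Procaspase-3 D3A mutant, all three cleavage aspartates alanine. Buffer or medium: Zinc-free HEPES saline buffer with Triton X-100. Times: 1 h compound preincubation, 2 h substrate hydrolysis at 25 °C. Measured by: 405 nm absorbance of p-nitroaniline, reads at 0 and 120 min. Read-out basis: percent activation relative to control range. Replicates: singlicate.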
PAFAH2 inh – PAFAH2 (human) inhibition | inhibition, % at 3.39 µM | recombinant PAFAH2, FP-rhodamine activity probe, fluorescence polarization | AID 492956 | hit rate 0.99% among 340,000 | Q99487;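 active = inhibition above the mean over all tested compounds plus 3 SD, cut at about 30% in these data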;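 also: inhibitors block probe labeling of enzyme so polarization drops; 0% = enzyme with DMSO and 100% = wells lacking PAFAH2 protein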
CTSL1 counter – counter-screen for PFM18AAP inhibitors: inhibitors of F. hepatica cathepsin L1. recombinant F. hepatica cathepsin L1, Z-Leu-Arg-MCA fluorescence. inhibition, % at 5.96 µM. hit rate 0.49% among 300,000;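 active = inhibition above the mean of all tested compounds plus 3 SD, set per screening campaign, cut at about 17% in these data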;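 also: 0% = plate median of test compound wells and 100% = 1 µM Z-Phe-Ala-diazomethylketone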
PP5 primary – inhibitors of human protein phosphatase 5 (PP5). inhibition, % at 6.7 µM. purified PP5c, OMFP substrate fluorescence. hit rate 0.18% among 320,000. P53041;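 active = inhibition above the campaign's mean inhibition across all tested compounds plus 3 SD, cut at about 9.5% in these data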;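 also: 0% = DMSO only and 100% = 100 µM cantharidin control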
Target sequence (P53041 whole entry, looked up): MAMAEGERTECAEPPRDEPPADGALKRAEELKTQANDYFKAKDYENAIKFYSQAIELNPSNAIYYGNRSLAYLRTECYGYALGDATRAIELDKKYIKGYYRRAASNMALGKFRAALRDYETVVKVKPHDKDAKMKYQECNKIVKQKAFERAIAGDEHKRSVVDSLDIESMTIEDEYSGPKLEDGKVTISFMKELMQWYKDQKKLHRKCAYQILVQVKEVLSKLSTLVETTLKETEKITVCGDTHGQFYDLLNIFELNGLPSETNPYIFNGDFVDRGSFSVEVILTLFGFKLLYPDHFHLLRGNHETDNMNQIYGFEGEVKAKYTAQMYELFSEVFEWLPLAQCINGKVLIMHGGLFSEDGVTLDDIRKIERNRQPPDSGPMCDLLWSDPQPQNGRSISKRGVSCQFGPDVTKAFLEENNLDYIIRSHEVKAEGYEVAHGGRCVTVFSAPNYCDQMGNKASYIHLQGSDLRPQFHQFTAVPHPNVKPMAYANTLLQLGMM
TPT1 inh – inhibitors of Candida albicans tRNA 2'-phosphotransferase TPT1; inhibition, % at 5 µM; recombinant caTPT1, FP RNA substrate dephosphorylation; hit rate 0.81% among 300,000; AID 1962;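 active = inhibition above the mean of all tested compounds plus 3 SD, set per screening campaign, cut at about 24% in these data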;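 also: plate controls were DMSO alone for no effect and ferristatin control at 100 nM for full effect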
Active calls of the source: *; . = no result given.

| SMILES | PP1 counter | AHR act | proCasp7 act | HCV core dimer | procasp3 activ | PAFAH2 inh | CTSL1 counter | PP5 primary | TPT1 inh |
| --- | --- | --- | --- | --- | --- | --- | --- | --- | --- |
| N#CC(C#N)=CC1=C2OC(c3ccccc3)=CC(c3ccccc3)=C2CCC1 | -4 | 2 | 4 | 13 | 3 | 8 | 4 | -1.2 | 3 |
| CN(C)CCNC(=S)Nc1cccc(Cl)c1 | -3 | -1 | -9 | -3 | 5 | -9 | 0 | -2.7 | -1 |
| C[C@]12CCC(=O)C=C1CCC1C2CC[C@@]2(C)C1CCC21OCCO1 (some centres not stated) | . | -3 | 5 | . | 0 | -5 | . | . | . |
| O=C(O)c1ccc(N2CCCCS2(=O)=O)cc1 | -11 | 1 | -3 | -1 | -2 | 8 | -6 | -1.5 | 2 |
| Cc1ccc(/C=N/NC(=O)c2nnn(-c3nonc3N)c2CNc2ccccc2)cc1 | -1 | 1 | 10 | 15 | 11 | -5 | 0 | 1.0 | -1 |
| O=C(NC1CCCCC1)N1CCCC(c2nc(-c3cccs3)no2)C1 (configuration not stated) | -1 | -1 | -3 | 0 | 10 | -5 | -3 | -1.3 | -1 |
| Cc1ccccc1CN1CCNC(=O)C1CC(=O)NC1CCCCCCC1 (configuration not stated) | 1 | -2 | -6 | 4 | -2 | 2 | -15 | -0.2 | -4 |
| O=S(=O)(NCC1CCCO1)c1cccc(S(=O)(=O)N2CCCC2)c1 (configuration not stated) | -5 | 2 | 0 | -6 | 4 | -1 | -2 | -2.0 | 1 |
| Cc1nnsc1C(=O)NC(C)C12CC3CC(CC(C3)C1)C2 (configuration not stated) | 2 | 1 | 9 | -1 | 6 | 5 | -1 | 2.1 | -3 |
| NC(=O)CNc1ncc(C(F)(F)F)cc1Cl | 2 | -1 | 1 | -2 | -3 | 6 | -2 | 1.6 | -2 |
| COc1ccc2[nH]cc(CCN=C3SCC(=O)N3C)c2c1 | 2 | 10 | 2 | 0 | 3 | 2 | 0 | 0.4 | 4 |
| Cc1nc(N2CCOCC2)nc(N2CCC(C)CC2)c1[N+](=O)[O-] | -4 | 18 | 3 | -4 | 2 | 6 | 2 | 2.1 | -1 |
| CN(C)c1ccc(/C=C/c2ccc3ccccc3[n+]2C)cc1 | 7 | -5 | -19 | -71 | -5 | -29 | 1 | 7.6 | 5 |
| CCCCCOc1ccc(CSCCNC(=S)Nc2ccccc2)cc1 | 5 | 1 | -2 | 3 | 5 | -15 | -2 | 4.4 | 1 |
| Cc1ccc(-c2cc(C(=O)Nc3cc(C)on3)c3ccccc3n2)cc1 | 1 | 10 | 2 | -5 | -4 | 3 | 1 | 2.0 | 3 |
| COc1ccc(C(=O)NCCS(=O)(=O)NCc2cccnc2)cc1 | -1 | 1 | 0 | -4 | 8 | -1 | -2 | -1.2 | -5 |
| CCN(C(=O)Cn1cnc2c1c(=O)n(C)c(=O)n2C)C1CCCCC1 | 4 | -2 | 2 | . | -4 | -11 | . | 1.5 | . |
| CCOc1ccc(-n2c(-c3ccco3)nc3c(cnn3-c3ccc(C)cc3)c2=O)cc1 | -4 | 3 | 7 | 1 | -6 | -5 | 4 | 0.6 | 0 |
| O=C(CSc1nnc(COc2ccc(F)cc2)o1)N1CCCCC1 | 3 | 0 | 0 | 9 | 0 | 2 | 1 | 1.7 | 3 |
| CCn1ccnc1CN(C)Cc1nc(Cc2cccc(C(F)(F)F)c2)no1 | -5 | 6 | 2 | 1 | -3 | -2 | -1 | 2.0 | 2 |
| C[C@H](CO)N1C[C@H](C)[C@@H](CN(C)C(=O)Nc2ccc(C(F)(F)F)cc2)Oc2c(NS(=O)(=O)c3ccc(F)cc3)cccc2C1=O | . | 2 | 11 | . | 6 | 11 | . | . | . |
| O=C(Nc1ccc(-c2ccc3nncn3n2)cc1)C1CCCC1 | -2 | -1 | -6 | 3 | 0 | 2 | 2 | 2.0 | 0 |
| Cc1ccc(C(C(=O)NC(C)(C)C)N(Cc2cccs2)C(=O)c2csnn2)cc1 (configuration not stated) | 3 | 3 | 3 | 2 | 4 | 9 | 1 | -0.2 | -1 |
| Cc1nc2ccccc2nc1OCc1cccc(Cl)c1 | -1 | 6 | 9 | 5 | 8 | 5 | 0 | 2.2 | -2 |
| COc1ccc(-c2coc3cc(O[C@@H]4O[C@H](CO)[C@@H](O)[C@H](O)[C@H]4O)ccc3c2=O)cc1 | . | 8 | 0 | . | 2 | 3 | . | . | . |
| COc1ccnc(Oc2ccc3ccccc3c2)c1C#N | 0 | 4 | -3 | 2 | 5 | -2 | -3 | 1.7 | -2 |
| CCN1CCN(C(=O)N2CCOCC2)CC1 | -4 | -2 | 7 | 4 | 1 | 2 | -1 | 2.8 | -4 |
| CCOc1ccc(NC(=O)C(C)SC(N)=O)cc1 (configuration not stated) | 1 | 0 | -5 | -2 | 11 | 5 | 1 | -0.8 | -3 |
| COC(=O)c1ccc(CNC(=O)C(NC(=O)c2ccco2)C(C)C)cc1 (configuration not stated) | -4 | -1 | 4 | 3 | 7 | -4 | 2 | -1.6 | -3 |
| CC1CCc2cc(F)ccc2N1C(=O)CSc1nnc2c(n1)[nH]c1ccccc12 (configuration not stated) | 0 | 13 | 2 | 17 | -7 | 2 | 6 | 2.2 | 4 |
| COCCN(Cc1nc2ccccc2c(=O)[nH]1)C(=O)c1cccc(S(=O)(=O)N2CCCC2)c1 | -1 | 9 | 5 | . | 3 | -8 | . | 0.5 | . |
| O=C(COc1ccc2ccc(=O)oc2c1)NCCc1c[nH]c2ccc(F)cc12 | -1 | 0 | 7 | 7 | -11 | 8 | 3 | 5.2 | -2 |
| Nc1ccccc1Nc1ccc([N+](=O)[O-])cc1[N+](=O)[O-] | 2 | 5 | 0 | -7 | -14 | -6 | 2 | 1.8 | -6 |
| O=C(CN1C(=O)C(c2ccc(F)cc2)=NC12CCCC2)Nc1ccc(F)cc1 | 3 | 4 | 1 | 4 | 3 | 2 | -1 | 4.0 | -1 |
| O=C(CCNC(=O)c1ccc([N+](=O)[O-])cc1)Nc1cc(Cl)ccc1N1CCOCC1 | 0 | 0 | 6 | . | 3 | 3 | . | -0.9 | . |
| O=S(=O)(c1cccc(Br)c1)N1CCN(S(=O)(=O)c2ccc3c(c2)OCCO3)CC1 | . | -1 | 1 | . | 3 | 10 | . | . | . |
| CCCn1c(=N)c(C(=O)NC2CCCC2)cc2c(=O)n3cccc(C)c3nc21 | 1 | 57* | -2 | 2 | -12 | 6 | 3 | -1.8 | -1 |
| CCOc1cc(C)c(S(=O)(=O)Nc2ccc3cn[nH]c3c2)cc1C | 2 | 28 | 4 | -1 | -1 | 2 | -1 | 4.4 | 0 |
| CC(C(=O)N(C)c1ccccc1)N1CCN(C(=O)c2ccccc2)CC1 (configuration not stated) | -1 | 2 | -7 | 0 | 1 | -2 | -2 | 1.6 | -3 |
| COc1ccc(CNC(=O)C2CCC(CNS(=O)(=O)c3ccccc3)CC2)cc1 (configuration not stated) | -3 | 2 | 2 | 1 | 4 | 7 | 1 | -2.6 | -2 |
| CCOC(=O)CNC(=S)N(Cc1cccs1)C1CCCCC1 | -2 | -6 | 7 | -1 | 4 | -1 | -3 | 2.2 | -2 |
| O=C(Nc1ccc(F)cc1)c1cc(S(=O)(=O)N2CCCCC2)ccc1F | -7 | 2 | 4 | 10 | 7 | 3 | -4 | 2.8 | 2 |
| NC(=O)CCS(=O)(=O)c1ccccc1 | -1 | 2 | 3 | -10 | 4 | 12 | 2 | -1.2 | 1 |
| O=C(c1ccccc1)n1ccc(-c2cccs2)n1 | 1 | 1 | 1 | -3 | 1 | 43* | -6 | 3.9 | 1 |
| C/C(CC(=O)Nc1ccccn1)=N\NC(=O)c1ccccc1 | 0 | 6 | 6 | -4 | -1 | . | 1 | -0.9 | 3 |
| COc1cccc2cc(C(=O)Oc3ccccc3)c(=O)oc12 | -2 | 18 | -8 | 2 | 6 | -6 | -4 | 3.4 | 1 |
| CCC1=NN2C(=N)/C(=C\c3ccc(OCCOc4ccccc4OC)cc3)C(=O)N=C2S1 | -1 | 7 | 9 | 30 | -1 | -8 | -1 | 0.4 | 0 |
| COc1cc(OC)cc(OCC(O)Cn2ccnc2)c1 (configuration not stated) | 0 | 53* | 7 | 8 | -2 | 11 | 1 | 2.8 | 0 |
| O=C(NN=C1CCCC1)c1ccc(Cl)cc1 | -3 | 0 | -7 | 1 | 1 | 0 | 0 | -0.5 | 4 |
| COc1ccccc1CCNC(=O)C(=O)NCC1OCCN1S(=O)(=O)c1ccc(F)cc1 (configuration not stated) | 2 | 11 | 8 | 18 | 0 | 5 | -2 | 0.2 | -7 |
| CC12CCCCC1c1ccccc1C(=NCC(=O)O)N2 (configuration not stated) | -2 | 1 | 8 | 1 | 3 | -4 | 0 | -3.0 | 3 |
| O=C(Cn1cc([N+](=O)[O-])cn1)NCCc1nc2ccccc2[nH]1 | 1 | 1 | 3 | 1 | 4 | -1 | 0 | -1.2 | 1 |
| COC(=O)c1c(C)[nH]c(C(=O)C(C)OC(=O)C2CC2C)c1C (configuration not stated) | -5 | 15 | 1 | . | 8 | 3 | . | -0.2 | . |
| O=C(O)c1ccc(COc2ccc(Cl)cc2)o1 | 1 | 1 | 2 | 5 | -4 | -2 | -2 | 0.2 | 0 |
| Cc1ccccc1-c1ccc(=O)n(CC(=O)Nc2ccc(-n3cnnn3)cc2)n1 | -4 | 5 | 7 | 2 | 8 | -8 | 1 | -1.9 | -2 |
| Cc1ccc(CN2CCN(c3ccccc3Cl)CC2)o1 | -4 | -2 | 1 | 3 | 2 | 7 | 3 | -1.8 | -1 |
| COc1ccc(S(=O)(=O)NCCSC(C)(C)C)c(Cl)c1Cl | -3 | 0 | 0 | 4 | 5 | -6 | -3 | 5.0 | -1 |
| C=CC[C@@H](CC(=O)N[C@H](CO)Cc1ccccc1)C(=O)N[C@H](C)COC(=O)[C@@H](CC=C)CC(=O)OC(C)(C)C | . | 0 | 7 | . | -6 | 10 | . | . | . |
| CCOc1ccccc1Nc1nnc(SC(C)C(=O)Nc2nc(-c3ccccc3)cs2)s1 (configuration not stated) | -2 | 13 | -3 | 22 | -2 | -19 | 7 | 0.5 | 1 |
| COc1ccc(COC(=O)Nc2c(SC)nsc2SC)cc1 | 3 | 2 | -2 | 4 | 8 | 3 | -2 | 0.1 | 0 |
| CC(=O)c1ccc(NC(=O)COc2ccccc2C(=O)Nc2ccc(C)cn2)cc1 | 4 | 4 | -1 | 6 | -4 | 0 | 1 | 2.0 | -1 |
| COc1ccc(C(=O)NCC(=O)OCC(=O)NC2CCCCCC2)cc1OC | . | 0 | 3 | . | 3 | 4 | . | . | . |

A run of entries of the results above, as a working copy:
| SMILES | PP1 counter | AHR act | proCasp7 act | HCV core dimer | procasp3 activ | PAFAH2 inh | CTSL1 counter | PP5 primary | TPT1 inh |
| --- | --- | --- | --- | --- | --- | --- | --- | --- | --- |
| O=C(O)c1ccc(COc2ccc(Cl)cc2)o1 | 1 | 1 | 2 | 5 | -4 | -2 | -2 | 0.2 | 0 |
| Cc1ccccc1-c1ccc(=O)n(CC(=O)Nc2ccc(-n3cnnn3)cc2)n1 | -4 | 5 | 7 | 2 | 8 | -8 | 1 | -1.9 | -2 |
